High-throughput results as filed in PubChem.
KCNQ1 pot: potentiators or activators of human KCNQ1 potassium channel | CHO-K1 KCNQ1, thallium flux FluxOR fluorescence; active compounds read high | B-score at 10 µM | 310,000 compounds, 0.35% hits | AID 2648;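 active = fluorescence ratio B-score, a plate-corrected score, at least three library SD, with initial intensity B-score within 5 SD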
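assay system = KCNQ1-transfected CHO-K1 cells | medium = assay buffer with matched DMSO | probe or stimulus = depolarizing K+/Tl+ stimulus, K2SO4 and Tl2SO4 each 12.5 mM in 5x stock | dosing = single dose | incubation = dye 90 min, compound 20 min, room temperature | detection = kinetic FluxOR fluorescence, 10 s baseline plus 110 s post-stimulus | evaluation = ratio B score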
KCNK3 block: human KCNK3 channel inhibition, primary screen; O14649; CHO-KCNK3 thallium flux, FluxOR fluorescence; active compounds read low; B-score at 10 µM; 340,000 compounds, 0.84% hits; AID 602410;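 active = B-score under library mean minus 4 SD, starting fluorescence ratio at most library mean plus 5 SD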;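 note: more negative B-score means stronger inhibition of thallium flux through KCNK3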
PolyA inh: yeast polyadenylation inhibition; S. cerevisiae SKY197-pL101 polyadenylation reporter, beta-gal luminescence; efflux-impaired pdr1/pdr3 knockout yeast; score 100 = 6 SD above DMSO; calls only at 12 µM; 300,000 compounds, 0.02% hits; AID 1875;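 active = lowest replicate activity score at least 50, where 100 means six control SD above control mean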;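 note: yeast exposed to compound for 9 h at 30 °C; higher score means more reporter readthrough which indicates perturbed polyadenylation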
hERG rescue: shields human hERG channel from block by proarrhythmic agents. Q12809. activation (rescue from dofetilide block), less the hit threshold, % at 10 µM. CHO-hERG, FluxOR thallium flux, dofetilide IC70 present. 310,000 compounds, 0.51% hits;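 active = activation above the mean of controls blocked by dofetilide plus 5 SD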;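 note: thallium influx through hERG after potassium depolarization seen as dye fluorescence rise; in these data hits start at about 4.7%; inactives centre near -7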
DYRK1A inh: Dyrk1A (rat) kinase inhibition. Q63470. ADP-Glo luminescence, NFATc1 peptide. inhibition, % at 12.5 µM. 310,000 compounds, 0.43% hits. AID 504441; in the data active = inhibition above about 50%;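 note: plate controls were vehicle with enzyme for no effect and no enzyme for full effect; many of its hits are not listed in these tables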
KCNQ1 block: human KCNQ1 channel inhibition. CHO-K1 KCNQ1, FluxOR thallium flux fluorescence; active compounds read high. B-score at 10 µM. 310,000 compounds, 1.3% hits. AID 2642;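 active = compounds whose thallium flux B-score, printed positive for inhibition, exceeds three library SD while starting fluorescence stays within three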;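 note: channel opened by potassium depolarization with thallium stimulus after 20 min compound exposure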
Platelet DG rel: modulates dense granule release in human platelets; human platelet-rich plasma, SFLLRN dense granule ATP release, luminescence; inhibition, %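 (compounds screened at 7.5 µM in platelet-rich plasma)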; 300,000 compounds, 0.22% hits; AID 1663;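 active = mean replicate score, as percent of positive control, at or above 50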
KCNK9 block: blocks the human KCNK9 two-pore domain potassium channel; Q9NPC2; HEK293 KCNK9, FluxOR thallium flux fluorescence; active compounds read low; B-score at 10 µM; 310,000 compounds, 1.2% hits; AID 488922;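 active = ratio B-score over 3 SD below the library mean, with starting fluorescence within 5 SD of its mean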;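 note: negative B-score means less thallium flux so channel inhibition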
TRPC4 act: opens the mouse TRPC4 cation channel | Q9QUQ5 | HEK293 TRPC4beta/mu-opioid, Fluo4 calcium fluorescence; active compounds read high | B-score at 10 µM | 310,000 compounds, 0.49% hits | AID 2237;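 active = B-score above 5 SD of library B-scores, and initial fluorescence ratio not above library mean plus 5 SD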;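 note: positive B-score marks a calcium rise read as TRPC4 activation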
Target sequence (Q9QUQ5 whole entry, looked up): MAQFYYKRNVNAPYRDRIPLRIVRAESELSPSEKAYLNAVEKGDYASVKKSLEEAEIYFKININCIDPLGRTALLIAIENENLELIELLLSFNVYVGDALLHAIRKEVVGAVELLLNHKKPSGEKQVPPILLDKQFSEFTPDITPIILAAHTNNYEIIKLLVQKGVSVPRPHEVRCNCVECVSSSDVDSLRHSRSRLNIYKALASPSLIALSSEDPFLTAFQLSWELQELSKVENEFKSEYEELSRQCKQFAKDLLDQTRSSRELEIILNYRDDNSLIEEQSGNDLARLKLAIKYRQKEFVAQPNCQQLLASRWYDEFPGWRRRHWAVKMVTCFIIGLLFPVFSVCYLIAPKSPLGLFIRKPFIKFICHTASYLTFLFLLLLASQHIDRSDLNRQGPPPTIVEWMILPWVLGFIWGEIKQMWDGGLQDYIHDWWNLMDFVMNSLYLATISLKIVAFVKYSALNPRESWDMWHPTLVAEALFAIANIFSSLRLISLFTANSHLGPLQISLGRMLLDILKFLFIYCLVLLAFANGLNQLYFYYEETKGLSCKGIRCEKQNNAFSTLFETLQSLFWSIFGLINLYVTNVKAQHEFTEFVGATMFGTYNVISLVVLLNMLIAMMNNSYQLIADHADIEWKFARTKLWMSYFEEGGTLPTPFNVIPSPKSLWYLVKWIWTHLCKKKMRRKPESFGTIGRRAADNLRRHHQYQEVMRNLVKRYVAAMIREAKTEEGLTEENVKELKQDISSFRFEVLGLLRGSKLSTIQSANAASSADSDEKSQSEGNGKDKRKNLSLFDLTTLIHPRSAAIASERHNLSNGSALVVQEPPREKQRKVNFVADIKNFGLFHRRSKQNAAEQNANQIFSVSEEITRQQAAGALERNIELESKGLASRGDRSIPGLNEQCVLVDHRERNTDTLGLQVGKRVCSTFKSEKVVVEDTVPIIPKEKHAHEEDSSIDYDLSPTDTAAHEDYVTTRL
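system = HEK293 cells stably co-expressing mouse TRPC4beta and mu-opioid receptor | schedule = Fluo4 dye loading 45 min at room temperature, 110 s recording | measure = B-scored integrated calcium fluorescence ratio | signal = Fluo4 calcium-sensitive dye fluorescence, kinetic, 1 Hz baseline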
TRPC4 inh: TRPC4 (mouse) channel inhibition | B-score at 10 µM | Q9QUQ5 | 300,000 compounds, 0.39% hits | HEK293 TRPC4beta/mu-opioid, DAMGO-evoked Fluo4 calcium flux; active compounds read low | AID 2247;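 active = B-score over 3 SD under the library average, no early fluorescence shift, positive overall ratio signal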
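Assay system: HEK293 cells with stable TRPC4beta plus mu-opioid receptor expression; Probe or stimulus: DAMGO in two steps, submaximal then maximal; Dosing: single-point compound dosing; Measured by: Fluo4 calcium-dye fluorescence, kinetic read; Read-out basis: B score from integrated Fluo4 fluorescence ratio.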
TRPC4 PAM: TRPC4 (mouse) allosteric potentiation. HEK293 TRPC4beta/mu-opioid, DAMGO EC20, Fluo-4 Ca2+ flux; active compounds read high. B-score at 10 µM. 310,000 compounds, 0.42% hits. AID 2227;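 active = B-score of calcium response area above 5 SD of library B-scores, with initial fluorescence ratio within 5 SD of library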;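 note: B-score of integrated fluorescence ratio over time as area under calcium response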
Starred values were filed as active, the others as inactive; i = inactive; . = not tested or not shown.

Each structure is followed by: KCNQ1 block, KCNQ1 pot, hERG rescue, DYRK1A inh, KCNK3 block, KCNK9 block, Platelet DG rel, TRPC4 act, TRPC4 inh, PolyA inh, TRPC4 PAM
- Cc1ccc(-n2c(N)cc(=O)nc2SCC(=O)N2CCN(c3ccccc3)CC2)cc1
→ i, i, -4, 3, i, i, 8, i, i, i, i
- CC(Sc1nnc(-c2cccnc2)n1-c1ccccc1)C(=O)NCc1ccc2c(c1)OCO2 (centres undefined)
→ i, i, -6, -8, i, i, 5, i, i, i, i
- CN(C)CCC(=O)NCC1OCCc2ccccc21 (centres undefined)
→ i, i, -10, -1, i, i, 3, i, i, i, i
- Cc1cc(C)c(NC(=O)c2ccoc2C)c(C)c1
→ i, i, -5, -16, i, i, -3, i, i, i, i
- O=C(/C=C/c1cccs1)N1CCC2(CC1)Oc1ccc(Cl)cc1C(=O)C21CC(c2cccnc2)=NO1 (centres undefined)
→ i, i, -9, 4, i, i, 8, i, i, i, i
- CCOc1cccc(C(=O)N2CCCCC2c2cccnc2)c1 (centres undefined)
→ i, i, -6, 7, i, i, 1, i, i, i, i
- COc1ccc(NC(=O)CSc2nc(N)c3cc4c(nc3n2)CC(C)(C)OC4)cc1
→ i, i, -7, 2, i, i, 3, i, i, i, i
- CCOC(OCC)c1cn(Cc2ccc3c(c2)C(=O)c2ccccc2C3=O)nn1
→ i, i, -4, ., ., i, 3, i, i, i, i
- CC(=O)Nc1ccccc1NC(=O)c1cc(C)cc(C)c1
→ i, i, -9, 4, i, i, -3, i, i, i, i
- Cc1ccc(Nc2nc(-c3sc(C)nc3C)cs2)cc1
→ i, i, -5, 5, i, i, 5, i, i, i, i
- C[C@H](NC(=O)c1nc[nH]c1C(=O)N[C@@H](Cc1ccccc1)C(=O)OCc1ccccc1)C(=O)OC(C)(C)C
→ i, i, -12, 0, i, i, -3, i, i, i, i
- CCCn1nc(C(=O)Oc2ccc3c(C)cc(=O)oc3c2)c2ccccc2c1=O
→ i, i, -3, -5, i, i, 4, i, i, i, i
- CCOC(=O)C1CCCN(C(=O)Nc2cccc(Cl)c2)C1 (centres undefined)
→ i, i, 0, -1, i, i, 6, i, i, i, i
- CCC(C)C(NC(=O)CCC(=O)OCC(=O)[C@@]1(O)CCC2[C@@H]3CCC4=CC(=O)C=C[C@]4(C)C3[C@@H](O)C[C@@]21C)C(=O)O (some centres undefined)
→ i, i, -2, 4, i, i, -2, i, i, i, i
- COc1ccc(/C=C2\SC(=S)N(CCC(=O)Nc3cccc(C(=O)O)c3)C2=O)cc1
→ i, i, -6, ., i, i, -6, i, i, i, i
- Cc1c(Cc2c(C)n(C)n(-c3ccccc3)c2=O)c(=O)n(-c2ccccc2)n1C
→ i, i, -6, 2, i, i, 0, i, i, i, i
- CCOC(=O)CNC(=O)c1ccc2[nH]c3c(c2c1)CCCC3
→ i, i, -4, -1, i, i, 16, i, i, i, i
- Cc1cc(C)nc(N(C#N)CCOc2ccccc2)n1
→ i, i, 0, 14, i, i, 6, i, i, i, i
- O=C(NCC(=O)N1CCCC(C(F)(F)F)C1)c1ccccc1F (centres undefined)
→ i, i, -16, 1, i, i, 0, i, i, i, i
- CCOc1ccccc1OCCCCOc1ccccc1F
→ i, i, -6, 0, i, i, -3, i, i, i, i
- CC(=O)Nc1ccc(NC(=O)c2ccc(COc3ccc(C)cc3)o2)cc1
→ i, i, -3, -4, i, i, -1, i, i, i, i
- Cc1ccc(S(=O)(=O)NCCNC(=O)c2ccccc2)cc1
→ i, i, 1, 7, i, i, -2, i, i, i, i
- CCOC(=O)C1=Nc2ccccc2C1=[N+]=[N-]
→ i, i, -6, 1, i, i, -2, i, i, i, i
- O=C1c2ccccc2C(=O)N1CCn1c(=O)oc2ccccc21
→ i, i, -1, 3, i, i, -2, i, i, i, i
- O=C(Nc1ccnn1C1CCN(C/C=C/c2ccccc2)CC1)c1ccccc1
→ i, i, -15, 3, i, i, -4, i, i, ., i
- CCOC(=O)N1CCC(N2Cc3cccc(C(=O)Nc4ccc(S(=O)(=O)N(CC)CC)cc4)c3C2=O)CC1
→ i, i, -6, 7, i, i, -12, i, i, i, i
- CCOc1ccc(S(=O)(=O)NCCC(=O)Nc2ncccc2C)cc1
→ i, i, -4, -2, i, i, 15, i, i, i, i
- COc1ccc(Nc2nc(NN)nc(Nc3ccc(OC)cc3)n2)cc1
→ i, i, -5, -7, i, i, 11, i, i, i, i
- CCN(CC)CCNC(=O)c1ccc(NC(=O)/C=C/c2cc(OC)c(OC)c(OC)c2)cc1
→ i, i, -7, 4, i, i, 4, i, i, i, i
- Cn1c2c(c(=O)n(C)c1=O)C(C(F)(F)F)(C(F)(F)F)N=C(c1ccccc1Cl)N2
→ i, i, -8, -2, i, i, -2, i, i, i, i
- CCCSc1nn2c(=O)c3ccccc3nc2s1
→ i, i, -8, 3, i, i, -2, i, i, i, i
- O=C(Nc1nnc(-c2ccc(Cl)cc2)o1)C1CCCCC1
→ i, i, -9, -2, i, i, 5, i, i, i, i
- COC(=O)c1c(NC(=O)c2ccccc2)sc2c1CC(C)(C)OC2
→ i, i, -4, 2, i, i, 0, i, i, i, i
- Cc1ccc(Nc2c3c(nc4ccccc24)CCC3)cc1
→ i, i, -8, 9, i, i, -5, i, i, i, i
- Cn1ccsc1=NC(=O)c1cc(S(=O)(=O)N2CCOCC2)ccc1Cl
→ i, i, -13, 2, i, i, -7, i, i, i, i
- COc1ccc(C(=O)Nc2c(Cl)cc(Cl)cc2C(=O)NCCN2CCOCC2)cc1
→ i, i, -9, -8, i, i, -1, i, i, i, i
- Cc1c(N2C(=O)c3ccc(F)cc3C2=O)c(=O)n(-c2ccccc2)n1C
→ i, i, -5, 3, i, i, 1, i, i, i, i
- Cc1cc(NC(=O)C2CC(=O)N(c3ccccc3Cl)C2)no1 (centres undefined)
→ i, i, -4, 1, i, i, -16, i, i, i, i
- O=C(N/N=C/c1ccc(C(F)(F)F)cc1)c1ccncc1
→ i, i, -6, ., i, i, -3, i, i, i, i
- CCOCC(=O)N1CCN(c2cccc(Cl)c2)CC1
→ i, i, -8, -2, i, i, 20, i, i, i, i
- O=C(Cn1nnc(-c2ccc(CN3CCOCC3)cc2)n1)N1CCCc2ccccc21
→ i, i, -9, 3, i, i, 2, i, i, i, i
- O=C(C1CCCN(S(=O)(=O)c2cccc3nsnc23)C1)N1CCc2ccccc21 (centres undefined)
→ i, i, -8, -1, i, i, 5, i, i, i, i
- CCOC(=O)C1(CCc2ccccc2)CCN(C(=O)c2occc2C)CC1
→ i, i, -1, 2, i, i, -1, i, i, i, i
- O=C(CSc1nnc(C2CC2)n1-c1ccccc1)NCCc1ccc(F)cc1
→ i, i, -9, 7, i, i, 0, i, i, i, i
- COc1cc(CN2CCc3ccccc3C2)cc([N+](=O)[O-])c1O
→ i, i, -3, 9, i, i, 3, i, i, i, i
- Cn1cc(CCNC(=O)CCc2nnc(CCCCc3ccccc3)o2)cn1
→ i, i, -10, -2, i, i, 0, i, i, i, i
- COc1ccc(C(=O)Nc2ccc(S(=O)(=O)NC(C)C)cc2)cc1
→ i, i, -7, 1, i, i, 8, i, i, i, i
- O=C(O)C1CCN(c2ccc(S(=O)(=O)N3CCC(C(=O)O)CC3)cc2[N+](=O)[O-])CC1
→ i, i, -10, 7, i, i, -23, i, i, i, i
- O=C(NCC(=O)N(c1cccnc1)C(C(=O)NC1CCCC1)c1ccc(F)cc1)c1ccco1 (centres undefined)
→ i, i, -1, ., ., i, -1, i, i, i, i
- COC(=O)[C@H](CCSC)NC(=O)c1cccnc1SC
→ i, i, -9, -9, i, i, -4, i, i, i, i
- N#Cc1c(SCC(=O)Nc2ccccc2C(F)(F)F)sc2c(O)cc(=O)[nH]c12
→ i, i, -2, -6, i, i, -4, i, i, i, i
- Cc1c(C(c2cccc(O)c2)c2c(C)n(C)n(-c3ccccc3)c2=O)c(=O)n(-c2ccccc2)n1C
→ i, i, -9, 9, i, i, 8, i, i, i, i
- CCCC(=O)Nc1ccc(S(=O)(=O)Nc2cc(OC)nc(OC)n2)cc1
→ i, i, -5, -2, i, i, 12, i, i, i, i
- CCCCN(CC)C(=O)c1cc2cc3ccc(OC)cc3nc2o1
→ i, i, -10, 31, i, -6.7*, 1, i, i, i, i
- Cc1ccc(C(=O)NCCc2csc(-c3cccnc3)n2)cc1
→ i, i, -13, 4, i, i, -1, i, i, i, i
- S=c1[nH]nc(Cc2noc3ccccc23)n1-c1ccc(Cl)cc1
→ i, i, -10, 0, i, i, -4, i, i, i, i
- Cc1cc(C)nc(NS(=O)(=O)c2ccc(NC(=O)CSc3nc(-c4ccccc4)c(C#N)c(=O)[nH]3)cc2)n1
→ i, i, -8, -1, i, i, -1, i, i, i, i
- Cc1ccc(NC(=S)NCC2CCN(C(C)c3ccccc3)C2)cc1C (centres undefined)
→ i, i, -11, 0, i, i, 2, i, i, i, i
- COc1ccc(-n2c(C)nnc2SCC(=O)N2CCOCC2)cc1
→ i, i, -3, -7, i, i, -4, i, i, i, i
- Cc1ccccc1SCCNC(=O)CCc1ccccc1
→ i, i, -11, ., ., i, -2, i, i, i, i

Going on with the list.
Each structure is followed by: KCNQ1 block, KCNQ1 pot, hERG rescue, DYRK1A inh, KCNK3 block, KCNK9 block, Platelet DG rel, TRPC4 act, TRPC4 inh, PolyA inh, TRPC4 PAM
- CCC(NC(=O)C1CCC1)c1ccc(C)cc1 (centres undefined)
→ i, i, -6, 1, i, i, -11, i, i, i, i
- O=C(NNC1=C(C(=O)C(F)(F)F)CCC1)c1ccncc1
→ i, i, -13, 0, i, i, 2, i, i, i, i
- Cc1c(O)ccc(C(=O)CN2CCN(c3ccccc3)CC2)c1O
→ i, i, -3, 6, i, i, 18, i, i, i, i
- CN(CC(=O)Nc1ccc(N2CCOCC2)cc1)Cc1c(O)ccc2ccccc12
→ i, i, -7, 0, i, i, 3, i, i, i, i
- COc1ccc(C(=O)N=c2sc3ccccc3n2C)cc1
→ i, i, -10, -3, i, i, 5, i, i, i, i
- COc1ccc(-c2noc(CCC(=O)N(C)c3cccc(C)c3)n2)cc1
→ i, i, -19, 0, i, i, 6, i, i, i, i
- CN1CCN(CCNC(=O)Nc2ccc([N+](=O)[O-])cc2)CC1
→ i, i, -9, 4, i, i, -9, i, i, i, i
- Cc1cccc(OCCNC(=O)c2ncn[nH]2)c1
→ i, i, -2, ., i, i, 5, i, i, i, i

An excerpt; count on the stated rates, not on these rows.
